Assay outcomes from PubChem BioAssay.
CXCR6 inh = CXCR6 receptor inhibitors, primary screen, cell-based, beta-arrestin, luminescence, CHO-K1 PathHunter, 1536-well. AID 602244, 2012. C-X-C chemokine receptor type 6 (Homo sapiens), O00574. inhibition, % at 20 µM. hit rate 0.36% among 360,000; in the data active means inhibition above about 34%, passing the limit was not always enough;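 further: antagonist mode with CXCL16 agonist at 10 nM final; 0% = 10 nM CXCL16 with DMSO and 100% = unstimulated wells without agonist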
UPR CHOP act = activators of apoptotic CHOP UPR arm, primary screen, cell-based, CHO-CHOP luciferase reporter, luminescence, uHTS | activation, % at 10 µM | UPR activation; percent of tunicamycin response over DMSO baseline | hit rate 0.34% among 330,000;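 active means at 10 µM dose, activation of 40% or more, normalized to positive control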;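 further: 100% = tunicamycin at 10 µg/mL and 0% = DMSO alone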
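Assay system: CHO cells with stable CHOP pathway luciferase reporter; Buffer or medium: F12 plus 10% serum; Times: 16-18 h cell attachment, then 6 h compound exposure, 37 °C; Signal: luciferase luminescence; Read-out basis: percent activation relative to tunicamycin control; Control set: tunicamycin high control, DMSO low control.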
TIM10 inh = growth inhibitors of isogenic TIM10 control yeast, primary screen, counter-screen for tim10-1 yeast inhibitor project, luminescence, uHTS; S. cerevisiae TIM10 strain growth, BacTiter-Glo luminescence, 24 h; inhibition, % at 10 µM; hit rate 1.4% among 330,000; AID 463195, 2010;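 active means inhibition of 40% or more at the single tested concentration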;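 further: wild-type TIM10 isogenic control strain grown at permissive 25 °C; 0% = DMSO yeast wells and 100% = minimal medium wells without yeast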
APJ agonist = agonists of human apelin receptor APJ, primary screen, CHO-K1 cells, PathHunter beta-arrestin, luminescence; 0% DMSO wells, 100% apelin; hit rate 0.11% among 330,000; AID 2520, 2010; activation, % at 20 µM;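 active means activation more than six SD over the plate average, tested at 20 µM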;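 further: 0% = DMSO alone and 100% = apelin-13 at 10 nM; some results filed as inactive read as strong as hits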
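Assay system – PathHunter CHO-K1 APJ (AGTRL-1) beta-arrestin reporter cells · Compound – one dose, 20 µM compound, 1% DMSO · Timing – compound 90 min 25 °C, reagent 1 h · Measured by – luminescence from split beta-galactosidase complementation, Galacton Star/Emerald II substrate · Measure – beta-arrestin recruitment to APJ as agonist activity, luminescent signal · Benchmarks – DMSO vs Apelin-13 10 nM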
tim23-1 inh = growth inhibitors of tim23-1 mutant yeast, primary screen, luminescence, uHTS; S. cerevisiae tim23-1 growth, BacTiter-Glo luminescence, 24 h; inhibition, % at 20 µM; hit rate 1.3% among 330,000;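 active means growth inhibition of the mutant yeast at or above 50%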;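 further: temperature-sensitive mutant grown at 25 °C; plate controls were DMSO-treated mutant yeast for no effect and medium wells lacking yeast for full effect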
UPR XBP1 act = activators of adaptive XBP1 UPR arm, primary screen, cell-based, CHO-XBP1 luciferase reporter, luminescence, uHTS | hit rate 0.33% among 330,000 | activation, % at 20 µM | IRE1-XBP1 UPR activation; percent of tunicamycin response, DMSO as zero;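 active means versus positive control, 20 µM dose yields 30% or more activation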;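 further: 100% = tunicamycin at 10 µg/mL and 0% = DMSO only wells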
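Assay system: IRE1-XBP1 luciferase reporter CHO line. Input: 1000 cells/well. Buffer or medium: F12 with 10% serum. Doses: 20 µM, 1% DMSO. Times: overnight seeding at 37 °C, 6 h compound treatment at 37 °C. Technique: Steady-Glo luciferase glow luminescence, 10 min after reagent addition.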
APJ antag = antagonists of human apelin receptor APJ, primary screen, CHO-K1 cells, beta-arrestin complementation, luminescence; P35414; inhibition, % at 20 µM; hit rate 0.32% among 330,000;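 active means inhibition above about 40% at 20 µM, limit read from the data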;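 further: cells challenged with 10 nM apelin-13 agonist together with compound; plate controls were apelin-13 plus DMSO wells for no effect and DMSO wells lacking apelin-13 for full effect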
Mdm2 MdmX PPI = inhibitors of human Mdm2-MdmX association, primary screen, cell-based, luminescence, split luciferase, SaOS-2, uHTS. Protein Mdm4 (Homo sapiens) + E3 ubiquitin-protein ligase Mdm2 (Homo sapiens), …. SaOS-2 split-luciferase Mdm2/MdmX complementation. inhibition, % at 8 µM. hit rate 3% among 330,000. AID 485346, 2010;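 active means inhibition of at least 50% at 8 µM in the primary screen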
Target sequence (O15151 whole entry, looked up): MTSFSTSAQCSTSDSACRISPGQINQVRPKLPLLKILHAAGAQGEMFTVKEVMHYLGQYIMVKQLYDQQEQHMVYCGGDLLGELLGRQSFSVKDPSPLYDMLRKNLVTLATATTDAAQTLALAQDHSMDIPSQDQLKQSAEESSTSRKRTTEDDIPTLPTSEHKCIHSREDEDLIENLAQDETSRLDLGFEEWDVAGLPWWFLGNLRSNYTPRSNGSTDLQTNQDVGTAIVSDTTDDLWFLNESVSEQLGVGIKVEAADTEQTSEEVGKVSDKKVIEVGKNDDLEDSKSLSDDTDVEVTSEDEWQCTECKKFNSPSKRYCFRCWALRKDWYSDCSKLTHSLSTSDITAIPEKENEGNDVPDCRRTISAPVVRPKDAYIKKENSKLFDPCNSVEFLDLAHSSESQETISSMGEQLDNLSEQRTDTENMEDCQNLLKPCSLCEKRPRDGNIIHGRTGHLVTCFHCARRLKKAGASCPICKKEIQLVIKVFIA
Target sequence (Q00987 whole entry, looked up): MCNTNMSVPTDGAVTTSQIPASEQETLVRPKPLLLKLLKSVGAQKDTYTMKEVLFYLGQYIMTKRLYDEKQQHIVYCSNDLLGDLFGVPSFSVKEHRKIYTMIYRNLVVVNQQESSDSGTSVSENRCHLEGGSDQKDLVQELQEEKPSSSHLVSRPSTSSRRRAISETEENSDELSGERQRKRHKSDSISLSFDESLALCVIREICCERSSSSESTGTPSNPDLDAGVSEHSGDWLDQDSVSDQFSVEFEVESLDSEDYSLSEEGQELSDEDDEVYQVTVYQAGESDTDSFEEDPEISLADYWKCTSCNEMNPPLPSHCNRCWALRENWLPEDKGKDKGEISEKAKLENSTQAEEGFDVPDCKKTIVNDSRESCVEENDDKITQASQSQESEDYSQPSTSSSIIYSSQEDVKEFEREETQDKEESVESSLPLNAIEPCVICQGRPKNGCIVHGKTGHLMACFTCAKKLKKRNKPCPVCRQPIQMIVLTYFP
tim10-1 inh = growth inhibitors of tim10-1 mutant yeast, primary screen, luminescence, uHTS | inhibition, % at 20 µM | hit rate 2.2% among 330,000 | AID 463190, 2010 | S. cerevisiae tim10-1 ts strain growth, BacTiter-Glo, 24 h;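 active means inhibition of at least 40%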;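 further: mutant grown at 25 °C; 0% = DMSO wells with yeast and 100% = wells holding no yeast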
Numbers without * were called inactive; . = not tested or not shown; & = joins results of further samples. These rows are one share of the data, so the mix of outcomes need not match the whole.

SMILES	CXCR6 inh	UPR CHOP act	TIM10 inh	APJ agonist	tim23-1 inh	UPR XBP1 act	APJ antag	Mdm2 MdmX PPI	tim10-1 inh
O=C(CN1CCN(c2ccc(Cl)cc2)CC1)NCc1ccccc1	-4	-2.5	-3	-6	15	-1	5	-28	17
CCOc1ccc(S(=O)(=O)N(C)c2ccc(OCC(=O)N3c4ccc(C)cc4C4CN(C)CCC43)cc2)cc1 (stereo not drawn)	2	1.6	-9	-4	16	-3	12	11	1
OCCCNC(=S)Nc1ccc(Br)cc1Cl	2	0.8	-2	-4	7	4	14	2	21
COc1ccc2[nH]cc(C(=O)CN3CCCCC3)c2c1	5	-0.8	0	-1	1	-1	13	17	-5
O=C(c1cnc2sccn2c1=O)N1CCc2ccccc2C1	10	0.9	3	-8	5	1	12	-5	-8
O=C1C(=O)N(Cc2ccncc2)C(c2cccc(O)c2)/C1=C(\O)c1ccc2c(c1)OCCO2 (stereo not drawn)	5	-0.2	-2	0	-4	0	-1	5	1
CCOc1ccc(CNC(=O)c2ccc(Sc3ccc(C)cc3)c(NC(C)=O)c2)cc1	3	-0.1	5	-2	24	-4	-15	21	-8
CC(C)(C)NC(=O)CSc1nc2ccccc2c(=O)[nH]1	-10	1.9	-30	-2	-5	0	-14	-6	-5
COC(=O)Nc1ccc2c(c1)N(C(=O)CCN1CCN3CCCC3C1)c1ccccc1CC2 (stereo not drawn)	-8&4	0.5&-2.8	5&5	-1&-1	9&-1	-3&1	17&-1	-7&35	12&8
O=c1oc2c(CN3CCOCC3)c(O)ccc2c2ccccc12	0	0.8	8	-3	-2	2	4	-2	14
CCCCNC(=S)NNC(=O)c1c(C)nc2ccccn12	3	0.1	-10	-4	-2	-2	3	9	2
CCOC(=O)Cc1nnc(NC(=O)Nc2ccccc2)s1	3	2.0	3	-2	1	1	-4	16	4
COc1ccc2c(COC(=O)CNC(=O)C34CC5CC(CC(C5)C3)C4)cc(=O)oc2c1	6	2.3	19	2	29	0	10	-21	42*
COc1ccc2c(c1OC)C(=O)OC2Nc1nc(-c2cc3cc([N+](=O)[O-])ccc3oc2=O)cs1 (stereo not drawn)	1	2.1	12	0	7	2	1	-2	17
O=C(Nc1cc(C(F)(F)F)ccc1F)C1CCCCC1	0	-1.9	3	-3	20	2	-16	-21	11
O=C(O)C1=C[C@H](C2CC2)C[C@H](OCCCCO)O1	0	-2.5	4	-4	2	0	13	28	-2
COCCNC(=S)N1CCN(c2cccc(C(F)(F)F)c2)CC1	-4	-0.9	-23	-2	4	-2	7	9	-6
COC(=O)c1ccc(CSC2=NC[C@@H]3[C@@H]4C(=O)N(C)C(=O)[C@@H]4[C@](Cc4ccccc4)(C(=O)OC)N23)cc1	9	3.3	11	.	50	5	.	9	23
COc1ccc(CCN(C)C(=O)Cn2c(=O)oc3ccccc32)cc1OC	3	0.4	-1	2	15	1	4	-39	20
Cc1ccc2c(CC(=O)NCCc3ccc(S(N)(=O)=O)cc3)coc2c1	-5	-0.3	-12	-1	2	-1	-16	25	-6
CS(=O)(=O)NCCSCc1ccco1	2	-0.9	-13	-2	-11	-3	-5	1	-26
O=C(Nc1cc(Cl)ccc1N1CCOCC1)c1ccc(N2CCCC2=O)cc1	-11	2.4	-5	1	6	-1	21	13	1
COCc1cc(C)nc(SCc2ccc(Cl)cc2)c1C#N	7	-2.5	1	-1	17	3	3	-12	23
C=CCOC(=O)C1=C(C)NC(=O)NC1c1ccc(OCC)cc1 (stereo not drawn)	-1	0.0	-1	-3	9	-4	2	10	-1
CN(C)S(=O)(=O)c1ccc(Cl)c(NC(=O)CN2CCN(c3ccccn3)CC2)c1	1	2.2	9	1	-2	-5	-3	-29	-8
CN1CCN(c2c(F)cc3c(=O)c(C(=O)O)cn4c3c2OCN4C)CC1	-8	-1.2	-10	-2	-3	0	8	11	3
COc1ccc(S(=O)(=O)N2Cc3ccccc3CC2C(=O)Nc2nccs2)cc1 (stereo not drawn)	-1	3.6	-1	-4	4	-2	26	-53	17
N=c1c[n+](-c2ccc(Cl)cc2)[n-]o1	-12	-1.7	4	-4	14	-2	15	4	-7
Cc1ccc(NC(=O)C[n+]2ccccc2)cc1[N+](=O)[O-]	-2	0.2	10	-3	20	5	14	-23	20
CCOC(=O)CC1=NN(c2ccccc2)C(=O)/C1=C\c1ccc(OC)cc1OC	-5	-1.1	48*	0	47	3	0	6	36
Cc1ccc(Oc2nc(-c3cccnc3)nc3ccccc23)c([N+](=O)[O-])n1	-2	1.1	-3	-5	-15	0	17	-6	13
CC(C)CNC(=S)NC1CC2CCCC(C1)N2Cc1cccs1 (stereo not drawn)	-2	0.3	12	2	7	-2	13	-4	5
CC/C(=N\NC(=O)c1c[nH]c2ccccc12)c1cccs1	-7	6.2	26	-2	30	0	4	-106	-6
Cc1ccc(CS(=O)(=O)c2ccccc2-c2nnc(-c3ccc(Cl)cc3)o2)cc1	8	0.2	-14	-1	-6	-5	13	55*	0
CCOC(=O)C(NC(=O)c1ccccc1F)(Nc1cc(C)on1)C(F)(F)F (stereo not drawn)	4	-0.9	6	1	15	2	-15	9	21
O=C(COC(=O)CCSc1ccccc1)Nc1ccc(F)cc1Cl	1	0.6	17	-3	29	4	9	8	26
N#CC1(C#N)C(c2ccccc2)OC23CCCCC2C1(C#N)C(=N)O3 (stereo not drawn)	-12	-0.5	-10	2	-4	0	-32	-5	-2
Cc1ccccc1Cc1c(C)nc2ncnn2c1C	3	-0.3	1	-2	-3	2	-1	14	1
COc1ccc(NC(=S)NCCc2ccc(Cl)cc2)c(OC)c1	9	0.5	41*	-3	47	-1	16	-6	36
O=[N+]([O-])c1ccc(CN2CCOCCOCCOCC2)cc1	8	-0.4	-1	-1	4	-3	0	-7	-10
CCN(CC)CCN(C(=O)CCOc1ccccc1)c1nc2ccc(F)cc2s1	-1	0.3	11	-5	24	0	-21	4	31
Cc1ccccc1CNC(=O)CCC(=O)N1CCOc2ccccc21	1	-0.2	-4	-8	7	-2	-4	13	8
C=CCSc1nc2c(c(=O)[nH]c(=O)n2C)n1C/C=C(/C)Cl	4	-0.8	11	-7	16	5	7	4	6
CCN(CC)c1ccc(Nc2nc(Cl)ncc2Br)cc1	2	0.6	-16	-1	17	0	-11	-1	22
COc1ccc(CCCC(=O)O)c(C)c1	3	-0.5	10	-5	4	0	10	44	9
COc1ccc(C(=O)COC(=O)c2cc3ccccc3oc2=O)c(OC)c1	-7	2.9	1	2	17	3	1	12	12
O=C(NCCCN1CCOCC1)c1ccc2c(c1)N(Cc1cccc(F)c1)C(=O)c1ccccc1S2	3	2.8	12	-2	2	1	-19	14	7
Cc1cc(C)c(C#N)c(SCC(=O)N2CCCCC2)n1	2	1.2	13	-2	7	34*	-4	5	24
O=C(NCCCN1CCOCC1)C1CCC(=O)N1C1CCCCC1 (stereo not drawn)	0	1.9	16	-5	5	-1	4	-9	-12
O=C(c1ccc2c(c1)OCO2)N(c1ccc(Br)cc1)C1C=CS(=O)(=O)C1 (stereo not drawn)	-12	-0.7	7	-4	-8	-2	0	5	4
COc1ccc(S(=O)(=O)N2CCCCCC2)cc1C(=O)OCC(=O)NC1CCS(=O)(=O)C1 (stereo not drawn)	-4	-0.1	1	-2	-11	-1	-3	8	-7
O=C(N[C@@H]1C/C=C\C[C@H](CC(=O)N(CCO)Cc2ccccc2)C(=O)NC[C@@H](c2ccccc2)OC1=O)OCC1c2ccccc2-c2ccccc21	15	2.9	-1	-2	0	-2	9	51*	7
COc1ccccc1-c1noc(-c2ccccc2)n1	-6	6.7	27	0	31	1	2	-73	20
CCOc1ccc(N2CC(C(=O)NC3CCSC3=O)CC2=O)cc1 (stereo not drawn)	4	3.9	3	3	14	-1	15	-6	6
CCOCC(=O)Nc1nc2ccc(OCC)cc2s1	0	3.1	4	3	34	0	8	-50	26
COc1cc(OC)c(NC(=O)c2cccc(F)c2)cc1Cl	-6	0.1	9	-1	22	6	7	6	16
CN(C(=O)c1ccc(N2CCCCC2)c([N+](=O)[O-])c1)C1CCS(=O)(=O)C1 (stereo not drawn)	3	-2.1	-4	-4	-8	0	2	-26	11
COc1ccc(OCCSc2nnc3c(Cl)cc(Cl)cn23)cc1	14	0.1	2	-3	10	-5	16	11	28
COc1ccc(OC)c(Nc2nc(N)c([N+](=O)[O-])c(NC3CCCCC3)n2)c1	0	2.0	-1	-2	0	16	13	44	-6
Cc1ccc2nc(/C(C#N)=C\c3ccc(N4CCCCC4)c([N+](=O)[O-])c3)[nH]c2c1	20	6.3	-8	-3	5	0	22	15	-3

(further entries)
SMILES	CXCR6 inh	UPR CHOP act	TIM10 inh	APJ agonist	tim23-1 inh	UPR XBP1 act	APJ antag	Mdm2 MdmX PPI	tim10-1 inh
COc1ccc(CCNC(=O)C(=O)NCC2CCCN2S(=O)(=O)c2cc(C)ccc2C)cc1 (stereo not drawn)	-6	7.5	4	4	28	0	-9	37	15
CCOC(=O)c1c(NC(=O)c2nc3n(n2)C(C(F)F)CC(C)N3)sc2c1CCCC2 (stereo not drawn)	5	3.6	16	-2	20	5	18	41	1
CCOc1ccc(N/C(SCc2cccc([N+](=O)[O-])c2)=C(/C#N)C(N)=O)cc1	7	-0.2	46*	-3	38	1	-1	-1	39
CN1CCc2nc(SCCOc3ccccc3)c(C#N)cc2C1	3	-2.6	3	-6	14	5	37	-10	9
O=[N+]([O-])c1ccc(N=Nc2c(O)[nH]c3ccc(F)cc23)cc1	22	8.0	3	-6	50*	17	19	54*	35
N#Cc1c(-c2ccccc2)cc(-c2ccc(O)cc2)nc1N	1	2.6	-5	-4	54*	9	-11	38	9
C/C(=N\N1CCN(Cc2ccc(Cl)cc2)CC1)c1ccc(F)cc1	-9	0.5	-11	-3	16	-1	18	-9	15
Cc1ccc(NC(=O)C2C3C=CC4(O3)C2C(=O)N(CCCN2CCCC(C)C2)C4C(=O)NC2CCCCC2)cc1 (stereo not drawn)	8	0.2	11	-2	15	-2	16	7	-4
